APP 5'UTR act – activators of APP 5'UTR luciferase reporter, primary screen, SH-SY5Y cells; SH-SY5Y APP 5'UTR luciferase reporter, luminescence; zero percent = DMSO vehicle wells; activation, % at 2 µM; 1% of 190,000 active;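 active = activation above a set limit, based on mean plus 3 SD of controls, cut at about 140% in these data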; also: values of inactives mirror those of a sister screen read the other way
STAT3 act – IL-6 driven STAT3 reporter potentiators, primary screen, U3A cells, luciferase, luminescence, MLSCN library; IL-6 STAT3-luciferase reporter; 100% = signal with IL-6 EC80 alone; activation (% of control), % at 5.6 µM; 0.91% of 190,000 active; AID 871, 2007;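 active = activation above the screen-wide mean of compound activation plus 3 SD, cut at about 130% in these data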;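 also: 0% = background luminescence of wells with medium and substrate only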
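Material: human STAT1-deficient U3A cells with stable STAT3-luciferase reporter / Probe or stimulus: IL-6 stimulus at 33 ng/mL final / Schedule: 1 h compound pre-exposure, 6 h IL-6 stimulation, 37 °C / Technique: luminescence / Read-out basis: percent of IL-6-only median luminescence / Control set: IL-6-only high control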
NF-kB neuron act – activators of NF-kB expression in neurons, primary screen, cell-based, HTS | human neuronal cells, NF-kB reporter expression; stronger effect = higher value | fold change at 12.5 µM | 1.6% of 190,000 active | AID 1239, 2008; in the data active = fold change above about 3.3
STAT1 inh – STAT1 signaling inhibitors, primary screen, cell-based, HTS, luciferase reporter | inhibition, % at 5.5 µM | NIH 3T3 STAT1-luciferase reporter, IFN-gamma, luminescence | 0.35% of 200,000 active | AID 920, 2007;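 active = inhibition above a set limit, the mean inhibition across all tested compounds plus 3 SD, cut at about 34% in these data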;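 also: 0% = IFN-gamma with DMSO and 100% = IFN-gamma with 300 µM nifuroxazide; values of inactives mirror those of a sister screen read the other way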
ROMK mod – ROMK potassium channel modulators, primary screen, cell-based, thallium flux, MLSMR library; ATP-sensitive inward rectifier potassium channel 1 (Homo sapiens), P48048; Tet-inducible ROMK, thallium flux fluorescence; actives lie on both sides; B-score at 10 µM; 2% of 130,000 active; AID 1918, 2009;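 active = signal ratio slope over the read window, or its plate-corrected B-score, at least 3 SD from the plate mean, either direction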;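 also: B-score of the F/F0 ratio slope over 7 to 12 s after thallium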
Target sequence (P48048 whole entry, looked up): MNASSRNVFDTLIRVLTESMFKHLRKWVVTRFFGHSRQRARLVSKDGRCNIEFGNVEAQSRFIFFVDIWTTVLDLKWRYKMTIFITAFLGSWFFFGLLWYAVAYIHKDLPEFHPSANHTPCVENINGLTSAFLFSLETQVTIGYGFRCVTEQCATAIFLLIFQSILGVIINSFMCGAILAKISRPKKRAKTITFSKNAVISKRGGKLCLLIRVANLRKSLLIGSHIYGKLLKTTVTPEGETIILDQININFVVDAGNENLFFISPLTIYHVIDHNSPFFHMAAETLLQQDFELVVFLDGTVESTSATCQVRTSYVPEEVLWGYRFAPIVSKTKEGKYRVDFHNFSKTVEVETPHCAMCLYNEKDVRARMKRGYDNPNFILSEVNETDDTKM
FLuc act counter – FLuc activators, initial screening, artefact control for FLuc-dependent activation tests, biochemical, ATPlite luminescence; ATPlite luciferase biochemical, 10 min; 0 = ATP-free wells, 1 = DMSO control; activation factor at 10 µM; 200,000 tested, under 10 active; Luciferin 4-monooxygenase (Photinus pyralis), P08659; AID 1027, 2008;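 active = luciferase activation factor, scaled between plate controls, of at least 2 with compound at 10 µM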
Target sequence (P08659 whole entry, looked up): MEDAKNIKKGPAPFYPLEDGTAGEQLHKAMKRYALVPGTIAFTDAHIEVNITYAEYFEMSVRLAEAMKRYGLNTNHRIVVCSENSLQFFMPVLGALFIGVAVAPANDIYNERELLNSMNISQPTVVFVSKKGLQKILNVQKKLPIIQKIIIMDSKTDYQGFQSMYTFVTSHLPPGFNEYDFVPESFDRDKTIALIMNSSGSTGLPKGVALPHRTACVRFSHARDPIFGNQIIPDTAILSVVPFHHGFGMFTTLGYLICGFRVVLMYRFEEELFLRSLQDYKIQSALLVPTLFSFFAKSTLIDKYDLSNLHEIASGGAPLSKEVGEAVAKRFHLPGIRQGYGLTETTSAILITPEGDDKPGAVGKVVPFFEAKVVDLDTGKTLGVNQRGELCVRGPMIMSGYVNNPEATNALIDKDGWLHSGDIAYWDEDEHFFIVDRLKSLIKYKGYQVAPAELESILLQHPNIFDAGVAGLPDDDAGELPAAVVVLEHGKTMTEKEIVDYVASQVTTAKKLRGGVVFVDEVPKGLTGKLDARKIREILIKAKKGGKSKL
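Assay system: Luciferase/luciferin reagent mix; Medium: PBS as buffer for the ATP substrate; Dosing: test compounds dosed from 2 mM stocks in 100% DMSO; Times: 10 min, room temperature; Signal: luminescence from luciferase reaction; Read-out: luciferase activation; Controls: No-ATP low control, compound-free enzyme-plus-ATP high control.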
STAT3 inh – IL-6 driven STAT3 reporter inhibitors, primary screen, U3A cells, luciferase, luminescence, MLSCN library. IL-6 STAT3-luciferase reporter; host cell line lacks STAT1. inhibition, % at 5.5 µM. 0.89% of 190,000 active. AID 862, 2007;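 active = inhibition above the mean inhibition across all screened compounds plus 3 SD, cut at about 44% in these data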;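 also: 0% = DMSO only wells and 100% = 100 µM nifuroxazide control wells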
APP 5UTR inh – inhibitors of APP translation via 5'UTR reporter, primary screen, APP 5'UTR luciferase, SH-SY5Y cells; SH-SY5Y APP 5'UTR-luciferase reporter, luminescence; inhibition, % at 2 µM; 0.82% of 190,000 active; AID 1285, 2008;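 active = inhibition above a set limit, derived from the sample mean plus 3 SD, cut at about 45% in these data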; also: values of inactives mirror those of a sister screen read the other way
FLuc inhib CS – firefly luciferase enzyme inhibitors, primary screen, artefact control for luciferase-based inhibitor screens, biochemical, luminescence, ATPLite. Luciferin 4-monooxygenase (Photinus pyralis), P08659. inhibition, % at 10 µM. 1.5% of 200,000 active. AID 1006, 2008. 10 min;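 active = inhibition above about 50% when tested at 10 µM, limit read from the data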
STAT1 act – STAT1 signaling activators, primary screen, cell-based, HTS, luciferase reporter. activation (% of control), % at 5.5 µM. 2.6% of 200,000 active. NIH 3T3 STAT1-luciferase reporter, IFN-gamma, luminescence; 100% = IFN-gamma alone, no compound;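 active = activation above the screen-wide mean activation plus 3 SD, cut at about 130% in these data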;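 also: raw ratio to IFN-gamma control signal so 100% means no change and 0% no light; values of inactives mirror those of a sister screen read the other way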
Numbers without * were called inactive; x = not tested or not shown. Not a hit list. Share with any hit: about 7.1%.

Each structure is followed by: APP 5'UTR act, STAT3 act, NF-kB neuron act, STAT1 inh, ROMK mod, FLuc act counter, STAT3 inh, APP 5UTR inh, FLuc inhib CS, STAT1 act
- Cc1ccc(-c2nnn(CC(=O)N(c3ccc4c(c3)OCCO4)C(C(=O)NCC3CCCO3)c3ccc(F)cc3)n2)o1 (stereo unspecified)
    -12, 102, 1.1, 3, -0.24, 1, 2, 12, -4, 99
- CCC(C)NS(=O)(=O)c1ccc(NS(=O)(=O)c2ccc(F)cc2)cc1 (stereo unspecified)
    -17, 98, 0.94, 5, -0.15, 1, 9, 17, -2, 95
- O=S(=O)(NCCNc1ncc(C(F)(F)F)cc1Cl)C(F)(F)F
    -1, 95, 0.92, 12, 0.39, 1, 13, 1, 0, 88
- CC1CCCCC12NC(=O)N(CC(=O)NC1CCCc3ccccc31)C2=O (stereo unspecified)
    11, 104, 1.1, 1, x, 1, -6, -11, 2, 99
- Cc1ccc2nc(CCc3nc4ccc(C)cc4o3)oc2c1
    -1, 97, 1.1, -6, x, 1, 7, 1, 1, 106
- CC(C)(Oc1ccc(Cl)cc1)C(=O)NC1=NN(c2ccccc2)C(=O)C1
    x, 100, 1, -6, 1.4, 1, 1, x, -5, 105
- Cc1occc1-c1nnc(SCC(=O)N2CCCCC2)o1
    -11, 104, 1.3, -13, 0.39, 1, 3, 11, -2, 110
- CCc1ccc(NCc2nc(-c3ccccc3)no2)cc1
    10, 109, 1.4, -8, 1.4, 1, -10, -10, -4, 107
- Fc1cccc(NC(=S)N2CCn3cccc3C2c2cccnc2)c1 (stereo unspecified)
    5, 108, 1.1, 10, 0.42, 1, -1, -5, -3, 90
- Cc1ccc2nc(-c3cccnc3)oc2c1
    91, 84, 2, -30, x, 0.6, 21, -90, 39, 128
- CCOc1ccc2[nH]c(=O)c(=O)[nH]c2c1
    -13, 123, 0.92, 11, x, 1, -26, 13, -2, 90
- N#CCCn1cc(/C=N/NC(N)=S)c(-c2ccccc2)n1
    11, 102, 1, -2, 0.005, 1, 0, -11, -1, 101
- COc1ccc(Cl)cc1Nc1ncnc2sc(C)c(S(=O)(=O)N3CCC(C)CC3)c12
    11, 103, 0.6, 6, 0.084, 1, -6, -11, -3, 95
- COc1ccc(C(=O)NC2=NCCS2)cc1S(=O)(=O)N1CCCCC1C (stereo unspecified)
    33, 101, 1.1, 3, -0.68, 1, 0, -33, 0, 97
- O=C1c2ccc(Br)cc2C(=O)N1c1ccc(Cc2ccncc2)cc1
    -16, 50, 1.1, 26, -0.045, 1, 59*, 16, -2, 76
- CSc1ccc(CN2CCC(O)CC2)cc1
    3, 101, x, -7, x, x, 4, -3, x, 107
- O=C(NC(Cc1c[nH]c2ccccc12)C(=O)N/N=C/c1ccc(Cl)cc1)c1cccs1 (stereo unspecified)
    11, 107, 0.66, 4, -0.12, 1, -1, -11, -2, 95
- O=C(Cc1ccc(F)cc1)N(c1ccccc1)C1C=CS(=O)(=O)C1 (stereo unspecified)
    -16, 102, 0.94, 7, 1, 1.1, 2, 16, -8, 95
- COc1cc(/C=N/Nc2nc(Nc3ccccc3)nc(-n3nc(C)cc3C)n2)cc(OC)c1OC
    14, 105, 0.41, -17, -0.98, 1, -6, -14, 4, 115
- CC1CCN(c2nc3nonc3nc2Nc2ccc(F)cc2)CC1
    8, 100, 1.2, 12, -0.94, 1, 6, -8, -3, 89
- CCCN(C(=O)CSc1nnnn1C)C1CCS(=O)(=O)C1 (stereo unspecified)
    0, 103, 0.82, -3, -0.14, 1.1, 2, 0, -5, 102
- COCCCNC(=O)CN(CCc1ccccc1)S(=O)(=O)c1ccccc1
    19, 97, 1.9, 2, -0.96, 1.1, 5, -19, -11, 97
- Cc1ccccc1NC(=O)C(C)c1ccc(-c2ccccc2)c(F)c1 (stereo unspecified)
    7, 94, 0.85, 9, -0.5, 1, 8, -7, -4, 91
- O=C(Cn1cnc2c(cnn2-c2ccc(F)cc2)c1=O)NCCc1ccccc1
    16, 98, 0.96, 0, x, 1, 3, -16, -3, 100
- O=C(NCc1nc2ccccc2[nH]1)c1cccc(S(=O)(=O)N2CCCCC2)c1
    -10, 101, 0.96, 0, -0.67, 1.1, 1, 10, -11, 100
- CN(Cc1cnccn1)Cc1cn(Cc2ccccc2)nc1-c1ccc2c(c1)OCO2
    -10, 110, 0.98, -4, 0.1, 1, -5, 10, -3, 101
- Cc1ccc(NC2=C(Cl)C(=O)c3ccccc3C2=O)cc1
    -96, 108, 0.83, 6, 0.25, 0.9, -7, 96*, 5, 95
- O=C1NCCN(Cc2cccc(Oc3ccccc3)c2)C1CC(=O)N1CCCCO1 (stereo unspecified)
    5, 95, 0.92, 11, 0.29, 1, 12, -5, -2, 90
- O=C(Nc1ccc(N2CCOCC2)cc1N1CCOCC1)c1ccc([N+](=O)[O-])cc1
    -5, 98, 1.2, -4, 0.052, 1.1, 4, 5, -10, 103
- COc1cc(C(=O)Nc2ccc(C#N)cc2)c([N+](=O)[O-])cc1OC
    -27, 82, 1.1, 2, 0.087, 1.1, 30, 27, -5, 98

Part of the list above, set out differently.
canonical_smiles: CCCN(C(=O)CSc1nnnn1C)C1CCS(=O)(=O)C1 (stereo unspecified)
  APP 5'UTR act: 0	STAT3 act: 103	NF-kB neuron act: 0.82	STAT1 inh: -3	ROMK mod: -0.14	FLuc act counter: 1.1	STAT3 inh: 2	APP 5UTR inh: 0	FLuc inhib CS: -5	STAT1 act: 102
canonical_smiles: COCCCNC(=O)CN(CCc1ccccc1)S(=O)(=O)c1ccccc1
  APP 5'UTR act: 19	STAT3 act: 97	NF-kB neuron act: 1.9	STAT1 inh: 2	ROMK mod: -0.96	FLuc act counter: 1.1	STAT3 inh: 5	APP 5UTR inh: -19	FLuc inhib CS: -11	STAT1 act: 97
canonical_smiles: Cc1ccccc1NC(=O)C(C)c1ccc(-c2ccccc2)c(F)c1 (stereo unspecified)
  APP 5'UTR act: 7	STAT3 act: 94	NF-kB neuron act: 0.85	STAT1 inh: 9	ROMK mod: -0.5	FLuc act counter: 1	STAT3 inh: 8	APP 5UTR inh: -7	FLuc inhib CS: -4	STAT1 act: 91

More records
Each structure is followed by: APP 5'UTR act, STAT3 act, NF-kB neuron act, STAT1 inh, ROMK mod, FLuc act counter, STAT3 inh, APP 5UTR inh, FLuc inhib CS, STAT1 act
- O=CN1CCC(=O)N(Cc2ccccc2)c2ccccc21
    -9, 107, 1.2, 0, 0.015, 1.1, -4, 9, -8, 98
- Cc1ccc(C)c2[nH]c(=O)c(C(c3nnnn3C3CCCC3)N3CCOCC3)cc12 (stereo unspecified)
    8, 105, 0.92, 1, x, 1.1, -2, -8, -5, 99
- C=CCNC(=S)NNC(=O)c1ccc(OCCCC)cc1
    8, 91, 1.4, 4, -1.1, 1, 12, -8, -3, 99
- Cc1cc(Br)ccc1NC(=O)CNC(=O)CN(C)Cc1nc2ccccc2c(=O)[nH]1
    7, 116, 1.1, 8, -0.34, 1, -18, -7, -5, 93
- CCOC(=O)Cc1csc(NC(=O)C2CCCCC2C(=O)O)n1 (stereo unspecified)
    10, 101, 0.96, -2, 1.3, 1.1, -3, -10, -5, 102
- Cc1ccc(NC(=O)COc2ncnc3c(Cl)cc(Cl)cc23)cc1[N+](=O)[O-]
    2, 87, 1.1, 10, 0.22, 1, 17, -2, -4, 91
- CCn1ncc(Br)c1C(=O)Nc1cc(C)cc(C)c1
    -27, 100, 1.2, 1, x, 1, 3, 28, -1, 99
- Cc1ccccc1P(=O)(CO)c1ccccc1C
    12, 98, 1, -4, x, 1, 12, -12, -5, 104
- CCC(CC)NC(=O)c1ccc(Cl)cc1
    3, 96, 1.3, 5, 0.0063, 1, 8, -3, -1, 96
- CCOC(=O)N/N=C/c1cc(C)n(-c2ccccc2)c1C
    13, 105, 1.4, -11, 2.4*, 0.6, -7, -13, 38, 110
- Clc1nc(Nc2ccc(N3CCOCC3)cc2)c2ccccc2n1
    6, 76, 1.2, -5, -0.93, 1, 31, -6, -3, 103
- COc1ccc(N2CCN(c3oc(Cc4cccc5ccccc45)nc3C#N)CC2)cc1
    18, 106, 0.96, -1, x, 1, -3, -18, 4, 101
- O=c1[nH]c(CN2CCN(c3ccccc3Cl)CC2)nc2ccsc12
    -14, 103, 1.1, -5, 0.36, 1.1, 2, 14, -11, 105
- COCCCNC(=O)/C=C/c1c(Cl)cccc1Cl
    16, 98, 1.2, -6, 0.18, 1.1, 4, -16, -6, 106
- O=C(CN1C(=O)CSc2ccccc21)NCCC1=CCCCC1
    7, 99, 0.89, 2, 0.32, 1.1, 6, -7, -6, 98
- Cc1ccc(OCC(=O)N/N=C/c2ccc([N+](=O)[O-])o2)cc1
    6, 103, 0.76, 5, x, 1.1, 2, -6, -7, 95
- CCOC(=O)c1cc(-c2ccc(OC)cc2)n(CCC(=O)NCCN2CCC(C)CC2)c1C
    -4, 98, 0.99, 13, -1.7, 1, 11, 4, 0, 88
- Cc1ccc(S(=O)(=O)CCC(=O)OCc2ccc(Cl)c(Cl)c2)cc1
    5, 105, 0.94, 5, x, 1.1, -8, -5, -7, 95
- O=C1C2C3CCC(C3)C2C(=O)N1c1ccc(OS(=O)(=O)c2ccccc2)cc1 (stereo unspecified)
    106, 104, 1.7, -44, 0.41, 0.9, 0, -106, 10, 137*

From PubChem
